# ROMK primary = modulators of human ROMK potassium channel | P48048 | Tet-inducible ROMK, thallium flux fluorescence; actives lie on both sides | B-score at 10 µM | 130,000 tested, 2% active;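 active means signal ratio slope over the read window, or its plate-corrected B-score, at least 3 SD from the plate mean, either direction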;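 further: B-score of the F/F0 ratio slope over 7 to 12 s after thallium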
# Target sequence (P48048 whole entry, looked up): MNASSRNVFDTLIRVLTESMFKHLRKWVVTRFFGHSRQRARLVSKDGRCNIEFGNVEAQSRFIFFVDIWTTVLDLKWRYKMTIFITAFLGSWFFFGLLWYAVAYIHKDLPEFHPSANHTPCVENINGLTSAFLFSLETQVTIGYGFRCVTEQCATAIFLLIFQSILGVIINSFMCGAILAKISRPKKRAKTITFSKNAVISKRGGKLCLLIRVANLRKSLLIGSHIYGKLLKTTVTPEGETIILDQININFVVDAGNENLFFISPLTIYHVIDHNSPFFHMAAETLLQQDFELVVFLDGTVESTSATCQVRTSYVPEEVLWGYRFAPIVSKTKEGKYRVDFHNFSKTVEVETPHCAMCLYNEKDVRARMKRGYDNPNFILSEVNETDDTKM
# NF-kB neuron act = compounds increasing NF-kB expression in human neuronal cells; fold change at 12.5 µM; NF-kB reporter expression; stronger effect = higher value; 190,000 tested, 1.6% active; in the data active means fold change above about 3.3
# APP 5'UTR act = activates APP 5'UTR luciferase reporter | SH-SY5Y APP 5'UTR luciferase reporter, luminescence; zero percent = DMSO vehicle wells | activation, % at 2 µM | 190,000 tested, 1% active | AID 1276;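 active means activation above a set limit, based on mean plus 3 SD of controls, cut at about 140% in these data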; further: values of inactives mirror those of a sister screen read the other way
# APP transl inh = APP translation inhibition | SH-SY5Y APP 5'UTR-luciferase reporter, luminescence | inhibition, % at 2 µM | 190,000 tested, 0.82% active | AID 1285;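 active means inhibition above a set limit, derived from the sample mean plus 3 SD, cut at about 45% in these data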; further: values of inactives mirror those of a sister screen read the other way
# STAT1 act = STAT1 signaling activation; NIH 3T3 STAT1-luciferase reporter, IFN-gamma, luminescence; 100% = IFN-gamma alone, no compound; activation (% of control), % at 5.5 µM; 200,000 tested, 2.6% active; AID 932;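 active means activation above the screen-wide mean activation plus 3 SD, cut at about 130% in these data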;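 further: raw ratio to IFN-gamma control signal so 100% means no change and 0% no light; values of inactives mirror those of a sister screen read the other way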
# STAT3 act = activators of IL-6 induced STAT3 signaling; U3A cells, IL-6 STAT3-luciferase reporter, luminescence; 100% = signal with IL-6 EC80 alone; activation (% of control), % at 5.6 µM; 190,000 tested, 0.91% active;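 active means activation above the screen-wide mean of compound activation plus 3 SD, cut at about 130% in these data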;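 further: 0% = background luminescence of wells with medium and substrate only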
#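 Material: human U3A cells carrying STAT3-luciferase construct. Measured by: reporter luminescence signal. Timing: compound 1 h, then IL-6 6 h at 37 °C.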
# FLuc inhib CS = counter-screen for luciferase assay inhibitors: firefly luciferase inhibition. P08659. ATPLite firefly luciferase biochemical luminescence, 10 min. inhibition, % at 10 µM. 200,000 tested, 1.5% active. AID 1006;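 active means inhibition above about 50% when tested at 10 µM, limit read from the data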
# Target sequence (P08659 whole entry, looked up): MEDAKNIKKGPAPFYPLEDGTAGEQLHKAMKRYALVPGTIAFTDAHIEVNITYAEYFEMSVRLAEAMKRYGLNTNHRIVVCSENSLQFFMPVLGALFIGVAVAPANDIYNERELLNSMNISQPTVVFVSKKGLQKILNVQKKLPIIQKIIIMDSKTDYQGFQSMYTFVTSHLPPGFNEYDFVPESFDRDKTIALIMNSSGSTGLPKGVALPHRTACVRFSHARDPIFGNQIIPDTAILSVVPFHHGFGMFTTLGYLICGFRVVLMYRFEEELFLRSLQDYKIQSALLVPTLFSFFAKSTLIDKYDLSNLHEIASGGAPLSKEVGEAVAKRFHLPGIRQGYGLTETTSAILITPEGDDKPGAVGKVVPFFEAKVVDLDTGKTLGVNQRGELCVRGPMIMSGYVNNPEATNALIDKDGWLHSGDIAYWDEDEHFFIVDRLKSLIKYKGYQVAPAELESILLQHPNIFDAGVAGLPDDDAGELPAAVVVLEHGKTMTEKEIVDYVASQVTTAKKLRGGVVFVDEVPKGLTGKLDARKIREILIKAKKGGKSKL
# STAT1 inh = STAT1 signaling inhibition. inhibition, % at 5.5 µM. 200,000 tested, 0.35% active. NIH 3T3 STAT1-luciferase reporter, IFN-gamma, luminescence. AID 920;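 active means inhibition above a set limit, the mean inhibition across all tested compounds plus 3 SD, cut at about 34% in these data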;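 further: 0% = IFN-gamma with DMSO and 100% = IFN-gamma with 300 µM nifuroxazide; values of inactives mirror those of a sister screen read the other way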
# STAT3 inh = STAT3 signaling inhibition; inhibition, % at 5.5 µM; U3A cells, IL-6 STAT3-luciferase reporter, luminescence; host cell line lacks STAT1; AID 862; 190,000 tested, 0.89% active;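 active means inhibition above the mean inhibition across all screened compounds plus 3 SD, cut at about 44% in these data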;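 further: 0% = DMSO only wells and 100% = 100 µM nifuroxazide control wells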
# FLuc act counter = firefly luciferase counter-screen for stimulation assays. activation factor at 10 µM. ATPlite luciferase biochemical, luminescence, 10 min; 0 = ATP-free wells, 1 = DMSO control. 200,000 tested, under 10 active;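 active means luciferase activation factor, scaled between plate controls, of at least 2 with compound at 10 µM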
#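 System: cell-free luciferase reagent; medium: PBS as buffer for the ATP substrate; doses: test compounds dosed from 2 mM stocks in 100% DMSO; incubation: 10 min, room temperature; measured by: luminescence from luciferase reaction; read-out: luciferase activation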
# * hit, by the source's call; . = no result given.
1. Cc1ccc(NC2c3ncccc3C(=O)N2Cc2ccc(F)cc2)cc1 (configuration not stated)
2. COc1cc(C(=O)NCC(c2cccs2)N(C)C)cc(Cl)c1OC(C)C (configuration not stated)
3. COc1ccc(-c2cc(C(F)(F)F)nc(SCc3cccc(C(=O)O)c3)n2)cc1
4. CC(C)NC(=O)N(O)C1N(Cc2ccc3c(c2)OCO3)C(=S)SC1(C)C (configuration not stated)
5. O=C(Cc1coc2cc3c(cc12)CCC3)NCC1(N2CCCCC2)CCCCC1
6. CCc1cccc(NC(=O)CCc2nc(-c3cccs3)no2)c1
7. Cc1ccc(C2=Nc3ccccc3NC(C)(c3ccc(C)o3)C2)o1 (configuration not stated)
8. Cc1cc(C)cc(NC(=O)CCC(=O)Nc2cc(C)on2)c1

Assay by compound	1	2	3	4	5	6	7	8
ROMK primary	-1.4	0.29	0.52	0.8	-1.7	.	.	-0.22
NF-kB neuron act	0.94	1.1	1.3	1.2	0.89	0.93	2.2	0.88
APP 5'UTR act	10	2	-11	9	-14	-9	73	-8
APP transl inh	-10	-2	12	-9	14	9	-73	8
STAT1 act	100	97	106	93	102	96	120	97
STAT3 act	101	96	102	101	112	110	138*	100
FLuc inhib CS	0	-5	-6	-2	0	1	0	-1
STAT1 inh	0	4	-6	8	-2	5	-22	-1
STAT3 inh	2	4	2	5	-12	-6	-38	4
FLuc act counter	1	1	1.1	1	1	1	1	1

9. N=c1c2c3c(sc2ncn1CCCO)CCCC3
10. CCOc1ccc(-n2c(N)c(C(=O)N3CCN(C)CC3)sc2=S)cc1
11. Cc1nc(NC(=O)c2ccc(-c3cc4ccccc4oc3=O)cc2)ccc1Br
12. Cc1cc(S(=O)(=O)NCc2ccc(S(N)(=O)=O)cc2)c(C)s1
13. CC(=O)Nc1ccc(Nc2ncnc3c2cnn3-c2ccc(C)cc2C)cc1
14. O=C(Nc1ccccc1)C1C2CCC3C(CCC21)C3(Cl)Cl (configuration not stated)
15. O=C(CSc1nnc(-c2cc(-c3cccs3)nc3ccccc23)o1)NC1CCCCC1
16. CN(C(=O)CSc1nnc(-c2cccs2)o1)C1CCS(=O)(=O)C1 (configuration not stated)

Assay by compound	9	10	11	12	13	14	15	16
ROMK primary	-0.4	-1.4	.	0.49	0.28	.	.	0.073
NF-kB neuron act	1.2	1.1	1.4	1.1	0.97	1.1	1.3	1
APP 5'UTR act	0	26	13	-8	.	-13	6	8
APP transl inh	0	-26	-13	8	.	13	-6	-8
STAT1 act	98	88	97	103	110	104	98	102
STAT3 act	105	103	91	103	89	83	95	102
FLuc inhib CS	-8	-6	-5	-4	-3	-6	-4	-5
STAT1 inh	-3	12	3	-4	-9	-5	3	-2
STAT3 inh	-5	0	12	0	13	26	13	-2
FLuc act counter	1.1	1.1	1	1	1	1.1	1	1

17. COc1ccc(/C=C/C(=O)Nc2cccc(S(=O)(=O)N3CCCC3)c2)cc1OC
18. Cc1ccc2nc(-c3cccnc3)c(NC3CCCCC3)n2c1
19. CCc1c(C(=O)NNC(=S)NCC(C)C)csc1C
20. O=C(NCCCCCCNC(=O)N1CCCCCC1)N1CCCCCC1
21. O=C(NC12CC3CC(CC(C3)C1)C2)c1ccc(COc2ccc(Cl)cc2[N+](=O)[O-])o1
22. Nc1nncn1C(=O)c1cc(Br)ccc1Cl
23. Cc1ccc(C(=O)NCC(=O)Nc2ccc(C)c(S(=O)(=O)Nc3ccc(Cl)cc3)c2)s1
24. Cc1cc(=O)oc2cc(OC(C)C(=O)O)c(Cl)cc12 (configuration not stated)

Assay by compound	17	18	19	20	21	22	23	24
ROMK primary	-0.043	-0.62	0.037	.	.	.	1.1	.
NF-kB neuron act	0.52	1.2	1.3	1.1	0.8	1.1	1	1.1
APP 5'UTR act	19	-12	-4	7	4	13	-16	-3
APP transl inh	-19	12	4	-7	-4	-13	16	3
STAT1 act	92	95	96	100	111	101	95	97
STAT3 act	82	97	85	110	114	96	100	93
FLuc inhib CS	-2	-5	-10	-6	-6	-3	-1	-10
STAT1 inh	6	6	4	0	-12	-1	4	3
STAT3 inh	25	2	22	-10	-10	8	5	14
FLuc act counter	1	1.1	1.1	1.1	1.1	1	1	1.1

25. OCCSc1nnc(Nc2ccccc2)s1
26. COc1ccc(OC)c2[nH]c(=O)c(CCNS(=O)(=O)c3ccc(Cl)cc3)cc12
27. CCOc1ccc(N2CC(C(=O)N3CCc4ccccc4C3)CC2=O)cc1 (configuration not stated)
28. C=CC(C)Sc1nc2c(c(=O)n(C)c(=O)n2C)n1Cc1ccccc1Cl (configuration not stated)
29. CNC(=O)CSc1nnc(-c2cccnc2)n1-c1ccc(C)cc1
30. CS(=O)(=O)NC1CCN(Cc2ccccc2)CC1
31. O=C(NCCN1C(=O)S/C(=C\c2ccccc2F)C1=O)C1CCN(S(=O)(=O)c2cccs2)CC1
32. Cc1cc(C)c2[nH]c(=O)c(CN(CC3CCCO3)S(=O)(=O)c3ccc4c(c3)OCCO4)cc2c1 (configuration not stated)

Assay by compound	25	26	27	28	29	30	31	32
ROMK primary	0.18	.	.	.	0.91	0.3	-1.2	0.12
NF-kB neuron act	1.5	0.99	1.3	1.4	1.1	1.2	1.1	0.75
APP 5'UTR act	16	14	-8	28	4	1	-11	-1
APP transl inh	-16	-14	8	-28	-4	-1	12	2
STAT1 act	112	100	92	106	105	99	96	103
STAT3 act	100	107	100	100	105	105	102	94
FLuc inhib CS	9	-1	-6	-1	-6	-2	9	0
STAT1 inh	-13	0	9	-5	-4	10	4	-3
STAT3 inh	5	-5	3	0	-3	-4	-2	11
FLuc act counter	0.9	1	1.1	1	1.1	1	0.9	1

# Exported with bars between the fields: 2 of the compounds above
cpd | molecule | ROMK primary | NF-kB neuron act | APP 5'UTR act | APP transl inh | STAT1 act | STAT3 act | FLuc inhib CS | STAT1 inh | STAT3 inh | FLuc act counter
25 | OCCSc1nnc(Nc2ccccc2)s1 | 0.18 | 1.5 | 16 | -16 | 112 | 100 | 9 | -13 | 5 | 0.9
26 | COc1ccc(OC)c2[nH]c(=O)c(CCNS(=O)(=O)c3ccc(Cl)cc3)cc12 | . | 0.99 | 14 | -14 | 100 | 107 | -1 | 0 | -5 | 1

# Returning to the listing with the two entries that preceded the break.
31. O=C(NCCN1C(=O)S/C(=C\c2ccccc2F)C1=O)C1CCN(S(=O)(=O)c2cccs2)CC1
32. Cc1cc(C)c2[nH]c(=O)c(CN(CC3CCCO3)S(=O)(=O)c3ccc4c(c3)OCCO4)cc2c1 (configuration not stated)
33. Cc1cccc(C2c3[nH]c4ccccc4c3CCN2Cc2cccn2-c2ncccn2)c1 (configuration not stated)
34. COCCNC(C)C(=O)Nc1ccc(Br)cc1 (configuration not stated)
35. CCOc1cc(/C=N/NC(=O)CN(CCc2ccccc2)S(=O)(=O)c2ccc(NC(C)=O)cc2)ccc1O
36. CC1CN(S(=O)(=O)c2ccc(C(=O)Nc3sccc3C(N)=O)cc2)CC(C)O1 (configuration not stated)
37. O=C(NCCc1c[nH]c2ccccc12)c1cncc(Br)c1
38. COc1cccc(/C=C/C(=O)OCC(=O)Nc2ccc(Cl)cn2)c1
39. COC(=O)C(NC(=O)c1ccco1)(Nc1nc(C2CC2)cs1)C(F)(F)F (configuration not stated)
40. COc1ccc(Cl)cc1NC(=O)Cn1cccc1

Assay by compound	31	32	33	34	35	36	37	38	39	40
ROMK primary	-1.2	0.12	-0.35	.	.	0.23	0.097	-0.67	1.2	0.0064
NF-kB neuron act	1.1	0.75	1.1	0.97	0.79	1.4	1	0.83	0.97	1.2
APP 5'UTR act	-11	-1	16	1	-7	28	11	-12	14	9
APP transl inh	12	2	-16	-1	7	-28	-11	12	-14	-9
STAT1 act	96	103	95	97	96	103	93	99	94	87
STAT3 act	102	94	149*	102	90	83	125	102	96	87
FLuc inhib CS	9	0	1	-5	-7	-1	1	-3	-7	4
STAT1 inh	4	-3	4	4	4	-1	6	-1	4	14
STAT3 inh	-2	11	-54	4	12	19	-18	2	9	17
FLuc act counter	0.9	1	1	1.1	1.1	1	1	1	1.1	1

41. O=C(O)CCc1ccc(-c2cccs2)n1CCC(=O)O
42. Cc1cc(C(=O)N/N=C/c2cc(Br)ccc2OC(=O)c2ccccc2Cl)n[nH]1
43. CN(C)c1ccc(C(CNC(=O)c2ccccc2F)c2c[nH]c3ccccc23)cc1 (configuration not stated)
44. CCSc1ncccc1-c1nc2ccccc2[nH]1
45. CC(C)c1ccccc1NC(=S)N1CCN(Cc2ccc3c(c2)OCO3)CC1
46. CC(OC(=O)c1nsc(Cl)c1Cl)C(=O)NCc1cccs1 (configuration not stated)
47. CCOc1ccc(C(=O)Nc2ccc(N3CCCC3)cc2)cc1
48. CCCCNC(=O)COC(=O)c1ccc(NS(=O)(=O)c2ccc3c(c2)OCCO3)cc1

Assay by compound	41	42	43	44	45	46	47	48
ROMK primary	.	-0.23	.	.	0.87	-0.015	-0.14	.
NF-kB neuron act	1.1	0.86	0.87	1.2	1.3	1	1.4	0.93
APP 5'UTR act	-15	-22	-2	-1	-3	-5	1	8
APP transl inh	15	22	2	1	3	5	-1	-8
STAT1 act	101	95	95	99	96	94	95	98
STAT3 act	116	104	116	94	105	104	87	94
FLuc inhib CS	-2	-3	-3	0	-5	-6	0	0
STAT1 inh	-1	6	5	1	4	7	6	2
STAT3 inh	-18	-2	-25	11	4	2	21	14
FLuc act counter	1	1	1	1	1	1.1	1	1

# Entries from the list above that contain a furan ring, fused or not, in the order listed:
5. O=C(Cc1coc2cc3c(cc12)CCC3)NCC1(N2CCCCC2)CCCCC1
7. Cc1ccc(C2=Nc3ccccc3NC(C)(c3ccc(C)o3)C2)o1 (configuration not stated)
21. O=C(NC12CC3CC(CC(C3)C1)C2)c1ccc(COc2ccc(Cl)cc2[N+](=O)[O-])o1
39. COC(=O)C(NC(=O)c1ccco1)(Nc1nc(C2CC2)cs1)C(F)(F)F (configuration not stated)

Assay by compound	5	7	21	39
ROMK primary	-1.7	.	.	1.2
NF-kB neuron act	0.89	2.2	0.8	0.97
APP 5'UTR act	-14	73	4	14
APP transl inh	14	-73	-4	-14
STAT1 act	102	120	111	94
STAT3 act	112	138*	114	96
FLuc inhib CS	0	0	-6	-7
STAT1 inh	-2	-22	-12	4
STAT3 inh	-12	-38	-10	9
FLuc act counter	1	1	1.1	1.1

# (continued)
49. O=C(O)Cc1ccc(-c2ccccc2)cc1
50. Cc1ccc(CNC(=O)Cn2c(=O)c3sccc3n(Cc3cccc([N+](=O)[O-])c3)c2=O)cc1
51. CCC1(C)Cc2c(sc3c2c(=O)n(C)c2nnc(SCC(=O)c4ccc(Cl)cc4)n32)CO1 (configuration not stated)
52. CC(C)=C1SC(N2CCN(c3cccc(Cl)c3)CC2)=NC1=O

Assay by compound	49	50	51	52
ROMK primary	.	-0.43	0.65	0.45
NF-kB neuron act	1.1	1.1	.	0.91
APP 5'UTR act	-15	19	-23	12
APP transl inh	16	-19	23	-12
STAT1 act	101	91	103	94
STAT3 act	96	101	89	92
FLuc inhib CS	-5	7	.	-3
STAT1 inh	-1	10	-3	7
STAT3 inh	7	3	17	12
FLuc act counter	1.1	0.9	.	1

# Compound activity as filed in PubChem BioAssay.

# Compounds as they come, and some 7.1% of all compounds hit somewhere here.
